TAG inh: inhibitors of triacylglycerol accumulation; inhibition, % at 12.5 µM; 0.66% of 230,000 active; H9c2 cells, Nile Red lipid (TAG) fluorescence; cells loaded with 200 µM oleic acid; AID 651582;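 active = pattern-corrected inhibition of lipid staining of at least 50% with the nuclear-stain viability signal not falling by more than 50%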;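 also: 0% = DMSO wells and 100% = triacsin C control wells; some results filed as inactive read as strong as hits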
TAG inh DAPI viability: also measured in TAG inh; calls as there; DAPI nuclei signal change (viability), lower = more cytotoxic, %;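 whole-well DAPI fluorescence read on a plate reader as a viability signal; minus 50 percent equals half of cells still viable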
The depositor's hits bear a star. A portion of the library (hit frequency here may not be typical).

Each structure is followed by: TAG inh	TAG inh DAPI viability
1. O=C(c1cccc(F)c1)N1CCN(Cc2c[nH]c3ccccc23)CC1
 : -11	-5
2. Cc1ccc(CN(C)C(=O)c2cc(COc3cccc(C(F)(F)F)c3)on2)o1
 : 17	-18
3. Nc1nc(-c2ccccc2)nc2sc3c(c12)CCCC3
 : -3	40
4. CC(C)NC(=O)C1(C)CCN1C(=O)c1ccccc1 (stereo not given)
 : 1	-8
5. O=C(NC(=S)NCCC1=CCCCC1)c1ccccc1Br
 : 0	9
6. COC(=O)c1cn(-c2cccc(C)n2)cn1
 : -13	2
7. Cc1csc(Sc2ccc([N+](=O)[O-])cc2C(=O)OCC(=O)NC(=O)NC(C)(C)C)n1
 : -27	-3
8. CCOC(=O)C1=C2NC(=O)c3ccccc3N2C(=O)C1
 : -5	10
9. O=C(NCCC1CCCCN1S(=O)(=O)c1cccs1)C(=O)Nc1cccc(F)c1 (stereo not given)
 : -4	7
10. CCOC(=O)c1c(C)n(C)c2ccc(OC)c(NC(=O)CN3CCN(Cc4ccccc4)CC3)c12
 : 2	10
11. Cc1ccccc1OCC(=O)Nc1cccc2nsnc12
 : -9	6
12. Cc1cccc(C(=O)OC(C)C(=O)Nc2ccc(S(=O)(=O)Nc3ncccn3)cc2)c1C (stereo not given)
 : -2	6
13. Cc1ccc(C)c(NS(=O)(=O)c2ccc3[nH]c(=O)oc3c2)c1
 : -11	-1
14. Cc1nc(-c2ccc(Cl)cc2)sc1C1(C)CC(c2cccc(F)c2)=NO1 (stereo not given)
 : 24	-23
15. Cc1ccc(NC(=O)COC(=O)CN2C(=O)NC3(CCCC3)C2=O)cc1F
 : 9	5
16. COC(=O)C(=O)/C=C(\O)c1c(C)cc(C)cc1C
 : 1	-10
17. CCOC(=O)c1c(Cc2cccc(Cl)c2)c[nH]c1C
 : -9	1
18. Nc1c(C(=O)O)sc2nc(-c3ccccc3)cc(-c3ccc(Cl)cc3)c12
 : 0	-19
19. CCn1c(=O)[nH]c2cc(Cl)c(Cl)cc21
 : -3	3
20. Cc1cccc(N2C(=O)C=CC2=O)c1
 : -9	2
21. COCCCNC(=O)C[C@H]1C[C@H](C(=O)N2CCCCC2)[C@@]2(CCc3ccccc3)c3[nH]c4ccc(Cl)cc4c3CCN2C1=O
 : 27	-7
22. CCOC(=O)NN1C(=O)c2ccccc2NC1C (stereo not given)
 : 6	9
23. CC(OC(=O)c1ccc(-n2cnnn2)cc1)C(=O)Nc1ccc(F)c(F)c1F (stereo not given)
 : -2	1
24. O=C(CSC(=S)N1CCCC1)N1CCN(S(=O)(=O)c2ccccc2F)CC1
 : 1	-10
25. CCn1c(SCC(=O)NCCc2ccccc2)nc2c([nH]c3ccccc32)c1=O
 : 8	-1
26. COc1ccc(OC)c(NC(=O)CSc2ncnc3sc(C)cc23)c1
 : 0	10
27. CCCc1nn2c(N)c(/C=C3\C=Nc4ccccc43)c(=O)nc2s1
 : 8	-5
28. Nc1cccc(Nc2nc(OC(C(F)(F)F)C(F)(F)F)nc(OC(C(F)(F)F)C(F)(F)F)n2)c1
 : -13	-5
29. Cc1ccsc1C(=O)OCc1cc(=O)n2ccsc2n1
 : -2	-3
30. O=C(C1CCN(S(=O)(=O)c2ccccc2[N+](=O)[O-])CC1)N1CCOCC1
 : 4	2
31. O=C(O)c1cc(-c2ccc(/C=C3\NC(=O)N(c4ccc(Cl)cc4)C3=O)o2)ccc1Cl
 : -6	-1
32. CCOc1cc(C(=O)Nc2nnc(CC)s2)ccc1OCC(=O)N1CCOCC1
 : 10	6
33. O=c1cc(CSc2nnc(NC3CCCCC3)s2)nc2sccn12
 : 5	-7
34. Cc1ccc2nc(-c3ccc(NS(=O)(=O)c4ccc(F)cc4)cc3)sc2c1
 : -4	60
35. COc1ccc(Oc2nc(-c3ccccc3)ncc2S(=O)(=O)c2ccccc2)cc1
 : 3	1
36. CN1CCO/C1=C(\C(Cl)=C(Cl)Cl)[N+](=O)[O-]
 : -5	0
37. COC(=O)Cc1c(OC)ccn(CCc2c[nH]c3ccccc23)c1=O
 : -7	-8
38. CC(/C=N/n1c(-c2ccncc2)n[nH]c1=S)=C\c1ccco1
 : -9	-1
39. Cn1c(=O)cc(SCC(=O)N2CCN(c3ccccn3)CC2)c2ccccc21
 : -16	3
40. Fc1cccc(Cl)c1Cn1nnc2c(-n3ccnc3)ncnc21
 : -3	6
41. O=C1CN(C(=O)COC(=O)c2ccccc2NCc2ccco2)c2ccccc2N1
 : -2	8
42. CCN(CC)CCC#CC(O)(c1ccccc1)C1CCCCC1 (stereo not given)
 : 8	14
43. O=C(Cc1ccc(-n2c(=O)c3sccc3n(CC(=O)Nc3ccccc3F)c2=O)cc1)NCc1ccco1
 : -5	5
44. CC(C)c1nc(CNC(=O)C2CCC(=O)N(CCc3ccc(Cl)cc3)C2)no1 (stereo not given)
 : 0	0
45. CC(C)C(=O)NC(NC1CCS(=O)(=O)C1)C(Cl)(Cl)Cl (stereo not given)
 : 4	6
46. O=C(NC1CC1)c1sccc1-n1cccc1
 : -13	0
47. CC(=O)N1CCCc2cc(S(=O)(=O)NCCC3=CCCCC3)ccc21
 : -29	-2
48. CC(C)n1cnc2c(Nc3cccc(Cl)c3)nc(N(CCO)CCCO)nc21
 : 56*	-20*
49. CCOC(=O)C1=C(C)N(C[C@@H]2CC[C@@H](Cc3ccc(-c4ccccc4)cc3)O2)C(=O)NC1C1CC1 (stereo not given in full)
 : 6	7
50. COc1ccc(OC)c(S(=O)(=O)NCCO)c1
 : 4	-3
51. COC(=O)c1sccc1NC(=O)CSc1nnnn1-c1ccccc1F
 : -24	0
52. CC(=O)Nc1ccc(CC#N)cc1
 : -7	2
53. O=C(O)c1csc(Cc2ccccc2)n1
 : 10	7
54. CC[N+](CC)(CC)C/C(N)=N/O
 : 10	-1
55. COc1ccc(Cc2nc(-c3cccs3)no2)cc1OC
 : 2	-3
56. CC(C)NC(=O)Nc1cccc(Cl)c1
 : -3	-2
57. CC(=O)Nc1ccc(S(=O)(=O)Nc2ccc(Cl)nn2)cc1
 : 11	-1
58. CC1=CC(=O)C=C(C)C1=NOC(=O)/C=C\c1ccccc1
 : -5	-6
59. COc1ccc(C2NCCc3c2[nH]c2ccccc32)cc1COc1ccc(F)cc1 (stereo not given)
 : 115*	-38*
60. COc1cc(Br)c(Br)cc1N
 : -1	-13

Screen by screen, from the results shown.
Entries 50–58 in TAG inh read 4, -24, -7, 10, 10, 2, -3, 11, -5

Exported as labelled records: part of the list above
[41] O=C1CN(C(=O)COC(=O)c2ccccc2NCc2ccco2)c2ccccc2N1
  TAG inh: -2	TAG inh DAPI viability: 8
[42] CCN(CC)CCC#CC(O)(c1ccccc1)C1CCCCC1 (stereo not given)
  TAG inh: 8	TAG inh DAPI viability: 14
[43] O=C(Cc1ccc(-n2c(=O)c3sccc3n(CC(=O)Nc3ccccc3F)c2=O)cc1)NCc1ccco1
  TAG inh: -5	TAG inh DAPI viability: 5
[44] CC(C)c1nc(CNC(=O)C2CCC(=O)N(CCc3ccc(Cl)cc3)C2)no1 (stereo not given)
  TAG inh: 0	TAG inh DAPI viability: 0

The list continues:
Each structure is followed by: TAG inh	TAG inh DAPI viability
61. O=C(N1CCOCC1)N1CCN(S(=O)(=O)N2CCCCC2)CC1
 : 9	10
62. CN1CCN(c2ccc(NC(=O)COc3ccccc3Cl)cc2)CC1
 : -11	15
63. O=C1C=CC(=O)N1c1ccccc1N1C(=O)C=CC1=O
 : 19	0
64. CN(C)c1nc(SCC#N)nc(N2CCOCC2)n1
 : 5	-2
65. COc1cccc(CSc2ccc(S(=O)(=O)N3CCOCC3)cc2C(=O)NCC2CCCO2)c1OC (stereo not given)
 : 4	0
66. O=C(N/N=C1\C(=O)c2cccc3cccc1c23)c1ccc(O)cc1
 : 8	11
67. O=C(CSc1ccc(-c2ccccn2)nn1)c1ccccc1
 : -16	-4
68. C[C@@H]1CCCCO[C@H](CN(C)Cc2ccc(Cl)c(Cl)c2)[C@@H](C)CN([C@H](C)CO)C(=O)c2cc(N(C)C)ccc2O1
 : 3	13
69. CC(C)CC1NC(=O)N(CC(=O)N2CCN(S(=O)(=O)c3ccc(Cl)cc3)CC2)C1=O (stereo not given)
 : 11	2
70. Nc1nnnn1/N=C/c1ccccc1OCc1ccc(Cl)cc1
 : -56	-18
71. Cc1nnc2ccc(-c3ccc(NS(=O)(=O)c4ccccc4[N+](=O)[O-])cc3)nn12
 : -6	-1
72. COc1cccc(C(=O)Nc2ccc(NC(=O)C3C4C=CC(C4)C3C(=O)O)cc2)c1 (stereo not given)
 : 22	8
73. Cc1ccc(C)c(C(=O)CCC(=O)Nc2cccnc2)c1
 : 9	-9
74. COc1cc(OC)c(C(=O)NC2CCCCCC2)cc1OC
 : 8	2
75. CC(C)Nc1ncnc2c1nnn2Cc1ccccc1
 : -6	-13
76. N#Cc1cccc(-n2nnnc2-c2ccccn2)c1
 : 8	0
77. N=C1C(c2ccccc2)=C(O)CN1c1cccc(S(=O)(=O)N2CCOCC2)c1
 : 3	-5
78. COc1ccc(C(=O)C2CCCN(Cc3cccc4c3OCO4)C2)cc1OC (stereo not given)
 : -28	0
79. Cc1c(NC(=O)CSc2ncnc3ccccc23)c(=O)n(-c2ccccc2)n1C
 : 5	-8
80. Cc1ccc(S(=O)(=O)N2CCCCC2)cc1C(=O)N1C(C)CCCC1C (stereo not given)
 : 10	-9
81. CCCn1c(=O)c2[nH]cnc2n(-c2ccccc2C)c1=O
 : -10	1
82. CCCCCc1nnc(NC(=O)CN2C(=O)C3CCCCC3C2=O)s1 (stereo not given)
 : -1	-7
83. Brc1cc2c(cc1C1Nc3ccccc3C3C=CCC31)OCO2 (stereo not given)
 : -8	8
84. c1ccc(OCc2nnc3n2N=C(c2ccccc2)CS3)cc1
 : -2	6
85. COc1cccc(-c2nc(CS(=O)(=O)CC(=O)NCc3ccccc3OC)c(C)o2)c1
 : -11	-1
86. CN(c1ccccc1)S(=O)(=O)c1ccc(Cl)c(C(=O)OCC(=O)c2c(N)n(C)c(=O)n(C)c2=O)c1
 : 19	-2
87. O=C(CSc1nc(O)cc(=O)n1-c1ccccc1)Nc1ccccn1
 : -8	-3
88. COc1cc(/C=C/C(=O)OCC(=O)Nc2ccc(NC(C)=O)cc2)cc(S(=O)(=O)N2CCc3ccccc32)c1OC
 : -1	-4
89. CC(C)CC(=O)O/N=C1\C(=O)N(c2ccccc2)c2ccccc21
 : 16	-8
90. Cc1ccc(/C=N\NC(=O)c2ccc3c(c2)OCO3)o1
 : -14	-4

Some values from the list.
TAG inh, compound 66 is entered as 8
TAG inh, compound 69 is entered as 11
TAG inh, compound 88 is entered as -1

Whole records, quoted from the list. Screens in order: TAG inh	TAG inh DAPI viability
CCOc1cc(C(=O)Nc2nnc(CC)s2)ccc1OCC(=O)N1CCOCC1 in the list: 10	6
O=C(NCCC1CCCCN1S(=O)(=O)c1cccs1)C(=O)Nc1cccc(F)c1 (stereo not given) in the list: -4	7
CC[N+](CC)(CC)C/C(N)=N/O in the list: 10	-1
CCOC(=O)c1c(Cc2cccc(Cl)c2)c[nH]c1C in the list: -9	1
CCOC(=O)c1c(C)n(C)c2ccc(OC)c(NC(=O)CN3CCN(Cc4ccccc4)CC3)c12 in the list: 2	10

Continued.
Each structure is followed by: TAG inh	TAG inh DAPI viability
91. CCOC(=O)c1cc(C)[nH]c1C
 : 5	-5
92. CC(Sc1nnc(COc2ccccc2)n1Cc1ccccc1)C(=O)O (stereo not given)
 : 24	1
93. CC(C)CNC(=O)C1c2ccccc2Oc2ccccc21
 : -4	-4
94. O=C(COC(=O)c1ccccc1SCC(=O)N1CCCC1)Nc1ccccc1C(F)(F)F
 : -2	5
95. CC(C)CNc1nc(SCC(=O)Nc2ccccc2)nc(N2CCOCC2)n1
 : 14	-1

Assay outcomes (PubChem)
